# Assay outcomes: PubChem BioAssay, The Scripps Research Institute Molecular Screening Center
# TTR transcr act – activators of transthyretin transcription; SH-SY5Y TTR promoter Gaussia luciferase, luminescence; 100% = recombinant luciferase protein wells; activation, % at 16.7 µM; 92,000 compounds, 1.3% hits;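 active = activation above the mean of all tested compounds plus 3 SD, cut at about 9.5% in these data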;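 also: cells exposed to compounds for one day before reading; 0% = median of all test compound wells on the plate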
# Active calls of the source: *.
TTR transcr act	Molecule
1.9	Cc1ccc(-c2nc3ccccc3nc2-c2ccccc2)cc1
0.1	CC1(C)CC(=O)c2cnn(-c3nc4ccccc4[nH]3)c2C1
0.1	O=C(CNC(=O)c1ccc(F)cc1)N/N=C/c1ccc(O)c([N+](=O)[O-])c1
0.8	CN(C)Cc1ccccc1Sc1ccc2c(c1)CCCC2
1.9	CCC(C)[C@H](NC(=O)NCC1CCCO1)C(=O)OC (some centres not stated)
3.1	Cc1ccc(NC(=O)c2ccc(CNc3c(N4CCC(C)CC4)c(=O)c3=O)cc2)cc1
-0.6	Cc1ccccc1CN1CCCCC(NC(=O)c2ccc(F)cc2F)C1=O (configuration not stated)
1.4	CCNC(=O)C1(C)CCCN(Cc2noc(-c3ccccc3OC)n2)C1 (configuration not stated)
1.4	CCN(CC)CCCN1C(=O)C(=O)/C(=C(/O)c2ccc3c(c2)OCCO3)C1c1ccco1 (configuration not stated)
-1.7	CCOC(=O)C1=C(N)Oc2c(c(=O)[nH]c3ccccc23)C1c1ccccc1 (configuration not stated)
0.3	COc1ccc(Cl)cc1NC(=S)N(Cc1ccccc1C)CC1CCC(C(=O)O)CC1 (configuration not stated)
-1.1	CC1CCN(C(=O)CSc2nnc(CSc3ncccn3)n2C)CC1
0.3	O=C(Nc1ccc(N2CCOCC2)c(Cl)c1)c1ccc2c(c1)OCCO2
1.4	O=S(=O)(NC1CCCCC1)c1ccc(Cl)nc1
1.2	CSc1ccccc1-c1nnc(-c2ccccc2)o1
-0.1	CC(C)S(=O)(=O)c1csc(C(=O)Nc2ccc(F)cc2)c1N
30*	Cc1cc(SCC(=O)O)nc2ccccc12
-1.3	CC(=O)C1C(c2ccc(F)c(F)c2)NC(=O)NC1(O)C(F)(F)F (configuration not stated)
-0.1	CC(=O)c1csc(CS(=O)(=O)c2ccccn2)n1
-1.5	O=C(CCCc1nc(-c2ccc(Cl)cc2)no1)Nc1cccnc1
0.6	CC(=O)Nc1nc2ccccc2n1CCN1CCOCC1
-2.0	CN(CC(=O)Nc1cccc(F)c1)C(=O)c1ccc2c(c1)CC(c1ccccc1)OC2=O (configuration not stated)
-0.4	COc1ccc(C)cc1NC(=O)CCCN1C(=S)NC(C)(C)CC1C (configuration not stated)
-1.2	Cc1ccccc1NC(=O)N1CCN(C(=O)c2ccco2)CC1
-0.7	CCCNC(=O)c1onc(CSc2ccncc2)c1C(=O)NCCC
-0.4	O=C(OCc1ccccc1Cl)c1ccccc1C(=O)c1ccccc1
1.5	COc1ccc(CCNC(=O)COC(=O)c2cc(S(=O)(=O)N3CCOCC3)ccc2C)cc1OC
0.3	N#C/C(=C\c1ccccc1[N+](=O)[O-])C(=O)NCc1ccccc1
-1.8	COc1ccc(NC(=O)CC2SC(=Nc3ccccc3)NC2=O)c(OC)c1 (configuration not stated)
4.1	S=C(c1c[nH]c2ccccc12)N1CCOCC1
2.7	CCCCC1Cc2[nH]c(=S)[nH]c(=O)c2C(c2ccc(C(C)C)cc2)O1 (configuration not stated)
5.8	COc1ccc(N2C(S)=C(C#N)C(=O)NC23CCCCC3)cc1
-1.2	COc1ccc(CC(=O)n2nc(-c3ccc(Cl)cc3)nc2NCc2ccco2)cc1
-1.3	COc1ccc(-n2c(=O)c3c4c(sc3n(CC(=O)Nc3cc(C)[nH]n3)c2=O)CCC4)c(OC)c1
-0.3	CC1(C)Oc2ccc(C(=O)N3CCCC3)cc2N(CC(=O)NCc2ccccc2)C1=O
1.2	CC1(C)Cc2c(c(N3CCCC3)nc3sc4c(N5CCN(CCO)CC5)ncnc4c23)CO1
-2.3	Cc1ccc(NC(=O)c2cnccn2)c(OC(F)F)c1
-0.9	CCCn1c(SCC(=O)N(CC)c2c(N)n(Cc3ccccc3)c(=O)[nH]c2=O)nnc1-c1ccncc1
1.3	COC(=O)C[N+](C)(C)CC#Cc1ccccc1
0.6	O=C1C2C3C=CC(CC3)C2C(=O)N1c1ccc(Br)cc1 (configuration not stated)
3.6	N=c1c2c3c(sc2ncn1CCCO)CCCC3
2.1	COc1ccc(CC(=O)NNC(=S)NCC2CC2)cc1OC
-0.2	C/C(CC1CC(C)OC1=O)=N\NC(N)=S (configuration not stated)
8.1	COc1ccc(C(=O)CSc2nnc(CNc3ccc(C)cc3C)n2Cc2ccco2)cc1
3.8	CC(C)N(C(=O)[C@H]1CC(CC(=O)NCc2cccc(C(F)(F)F)c2)C(=O)N2CCc3c([nH]c4ccccc34)[C@]12C)C(C)C (some centres not stated)
-0.8	Clc1ccccc1N=C1SCCS1
0.9	CCOc1cc(CO)c(Br)cc1OCC(=O)O
-0.4	NC(=O)C1CCN(C(=O)CCC(=O)c2ccc(Br)cc2)CC1
8.2	Cc1cccc(N(CC(=O)NC2CCCC2)C(=O)CCCC(=O)Nc2ccccn2)c1
0.7	N#Cc1ccc(CSc2nc(N)cc(=O)[nH]2)cc1
-2.4	CC1=C(C(=O)N(C(C)C)C(C)C)CC(CC(=O)NC(c2ccccc2)c2ccccc2)C(=O)N1CCC1=CCCCC1 (configuration not stated)
1.9	Nc1nc(-c2c(Cl)cccc2Cl)no1
0.6	CCOC(=O)C1CCN(C(=O)COC(=O)CNC(=O)c2sc3ccccc3c2Cl)CC1
-1.0	Cn1c(=O)[nH]c(=O)c2c1nc(Br)n2C/C=N/NC(N)=S
8.1	O=C(CCc1nc2ccccc2[nH]1)Nc1ccc2c(c1)OCO2
1.1	CCOC(=O)C1CCN(C(=O)CNS(=O)(=O)c2ccc(Br)s2)CC1
-1.0	Cc1cc([N+](=O)[O-])cc2c1NC(=O)C2(O)N1CCCCCC1 (configuration not stated)
0.1	COc1ccc2[nH]c3c(c2c1)CCN[C@]31C(=O)N(C)c2ccc(Br)cc21
-0.9	O=C(NCCCOc1ccc([N+](=O)[O-])cc1Cl)OCc1ccccc1
1.1	CC1CCc2c(C(=O)Oc3cccc(-n4cnnn4)c3)csc2C1 (configuration not stated)

# Remaining list, next part:
TTR transcr act	Molecule
1.1	Cc1cccn2c(=O)c3cc(C(=O)NC4CCS(=O)(=O)C4)sc3nc12 (configuration not stated)
-2.3	COc1cc(/C=C2/SC(N)=NC2=O)ccc1Oc1ccc([N+](=O)[O-])cc1[N+](=O)[O-]
1.9	CC12COC3(C(N)=O)CC1CCC32C (configuration not stated)
1.5	Cc1cc(=O)c2cc(Br)ccc2[nH]1
0.1	Cc1[nH]n(-c2c(Cl)cc(Cl)cc2Cl)c(=O)c1C=Nc1ccc(S(=O)(=O)N2CCOCC2)cc1
1.0	O=C(Nc1ccc(Cl)c(S(=O)(=O)N2CCCCC2)c1)c1cnccn1
0.7	O=C(c1cc(-c2ccco2)nc2ccccc12)N1CCN(c2ccc(F)cc2)CC1
-0.4	O=C(CC(=O)N/N=C/c1ccc(C(=O)O)cc1)NCCc1ccccc1
3.0	CC(C)CN1CCN(Cc2cccc3cccnc23)CC1CCO (configuration not stated)
-1.4	COc1cc(/C=C2\SC(=S)N(Nc3ncc(C(F)(F)F)cc3Cl)C2=O)cc(OC)c1OC
1.1	COc1ccc(/C=C/C(=O)Nc2nc(C)c(C(=O)N(C)C)s2)cc1OC
-1.6	Cc1ccc(C(=O)c2cc3ccccc3o2)cc1C
3.2	O=C(CN1CCN(S(=O)(=O)c2ccccc2)CC1)Nc1ccc([N+](=O)[O-])cc1
-1.7	CCn1ccc(C(=O)Nc2ncc(C)s2)n1
0.6	CCCCCC(=O)N1CCN(CCN=CC2=C(O)CC(c3ccc(OC)cc3)CC2=O)CC1 (configuration not stated)
6.7	COc1ccccc1N1N=C(C(=O)c2ccccc2)C2C(=O)N(c3ccc(Br)cc3)C(=O)C21 (configuration not stated)
-0.7	CCn1c(SCc2ccc(F)cc2)nnc1-c1nn(-c2ccccc2)ccc1=O
-0.9	CCOC(=O)C1=C(C)NC(=O)CC1c1ccccc1OC (configuration not stated)
-0.5	O=C(CCS(=O)(=O)c1ccc(Cl)cc1)Nc1nc(-c2cccnc2)cs1
-0.3	Cn1c2ccccc2c2cc([N+](=O)[O-])ccc21
-1.9	O=C(CN(C(=O)c1ccc(Cl)cc1)N1C(=O)C2C3C=CC(C3)C2C1=O)c1cccs1 (configuration not stated)
-0.7	O=C(NC1CCCCN(Cc2ccc(Cl)cc2)C1=O)c1ccccn1 (configuration not stated)
0.3	CN(C(=O)c1ccc(NC(=O)Cc2cccc(NC(=O)C3CCN(C(=O)c4ccccc4)CC3)c2)cc1)C1CC1
1.1	Cc1ccc(NC(=O)C(=O)NCCOc2ccccc2Cl)cc1
-0.3	CC(C)Cc1c(O)nc(SCC(=O)Nc2ccc3c(c2)CCC3)[nH]c1=O
1.9	COc1ccccc1NC(=S)N(CCCN1CCOCC1)Cc1cn(C)c2ccccc12
-1.6	CCCC(C)C(=O)NC1CCCCN(Cc2ccc(C)cc2)C1=O (configuration not stated)
9.1	Cc1ccc(NC(=O)CCCc2nc3ccccc3s2)c(O)c1
-2.0	NC(=O)c1ccccc1-c1noc(-c2ccccc2F)n1
-0.3	O=C1CC(c2ccco2)CC(O)=C1C=Nc1ccccc1-c1ccccc1 (configuration not stated)
6.3	CCCN(Cc1ccco1)S(=O)(=O)c1ccc(OC)c(OC)c1
-0.8	O=C(Nc1ccc(N2CCCC2)cc1)c1ccc([N+](=O)[O-])cc1Cl
-1.4	COCC(=O)N1C[C@H]2CON(C)[C@H]2C[C@H]1c1cccc(-c2ccc(C#N)cc2)c1
0.2	COc1cccc(C(=O)C2CCCN(C(=O)c3ccc(C#CC(C)(C)O)cc3)C2)c1 (configuration not stated)
-2.8	O=C(OCc1ccccc1)N1CCC2CC1c1ccc(N3CCNCC3)cc12 (configuration not stated)
9.9*	CC(=O)c1cc(C(C)=O)c(C)nc1C
2.0	Cc1c(NC(=O)c2cccs2)cccc1C(=O)O
1.9	CC(=O)c1ccc(NC(=S)Nc2cccc3cnccc23)cc1
-2.0	COc1ccc(Br)cc1-c1nc(CCl)cs1
-1.6	COc1cccc2c(=O)c(C(=O)O)c[nH]c12
3.2	CN=C(NC#N)SCC(=O)c1ccc(Cl)cc1Cl
0.0	COCCn1c(SCC(=O)N2CCc3ccccc3C2)nc2cc(Cl)ccc2c1=O
-0.6	COc1ccc2oc(C(=O)OC(C)C(=O)N3CCC(C)CC3)c(C)c2c1 (configuration not stated)
0.1	O=C(C1CC1)N1CCN=C1SCc1cccc(F)c1
-0.1	Cc1ccccc1CCN(CC(=O)NCc1ccc(F)cc1)C(=O)c1csnn1
0.0	C[C@H](CO)N1C[C@H](C)[C@@H](CN(C)S(=O)(=O)c2cn(C)cn2)Oc2cc(Br)ccc2S1(=O)=O
-1.7	CC1C(=O)N2CCCc3cc(S(=O)(=O)N4CCN(c5ccccc5F)CC4)cc1c32 (configuration not stated)
2.8	O=C(/C=C/c1ccc(-c2ccccc2)cc1)NC1=NCCS1
0.7	CCS(=O)(=O)N1Cc2cc(C(=O)NCCOC)nc(-c3cccc(-c4ccncc4)c3)c2[C@@H]1CCO
-0.3	CC(=O)Nc1ccc(CN2CCCC(C(=O)c3cccc(C(F)(F)F)c3)C2)cc1 (configuration not stated)
-0.1	Cc1nn(C(=O)N2CCOCC2)c(C)c1CN1C(=O)c2ccccc2C1=O
-2.0	COCCNC(=O)C(=O)NCC(c1ccc2c(c1)OCO2)N1CCN(c2ccc(F)cc2)CC1 (configuration not stated)
-0.3	Cc1ccc2c(CN(C)Cc3cccc(F)c3)cc(=O)oc2c1
-0.6	OC1COC(c2ccccc2)OC1C1OC(c2ccccc2)OCC1O (configuration not stated)
2.2	Oc1c(C=C2N=c3ccccc3=N2)sc(=S)n1-c1ccccc1
-1.1	COc1ccccc1N1CCN(C(c2cccs2)c2nnnn2C2CCCC2)CC1 (configuration not stated)
-1.3	COc1ccc(OC)c(-n2c(-c3ccc(C)cc3)n[nH]c2=S)c1
0.0	CC(=O)Oc1ccc(OC(C)=O)c2c1C1C=CC2CC1
-1.2	O=C(CSc1nc(-c2ccccc2)cc(=O)[nH]1)Nc1ccccc1F
-1.1	COc1cc(CNCCO)cc(Br)c1OCc1ccccc1Cl

# 19 structures out of the list, ordered by SMILES length, falling:
TTR transcr act	Molecule
0.0	C[C@H](CO)N1C[C@H](C)[C@@H](CN(C)S(=O)(=O)c2cn(C)cn2)Oc2cc(Br)ccc2S1(=O)=O
0.7	CCS(=O)(=O)N1Cc2cc(C(=O)NCCOC)nc(-c3cccc(-c4ccncc4)c3)c2[C@@H]1CCO
-1.4	COCC(=O)N1C[C@H]2CON(C)[C@H]2C[C@H]1c1cccc(-c2ccc(C#N)cc2)c1
0.2	COc1cccc(C(=O)C2CCCN(C(=O)c3ccc(C#CC(C)(C)O)cc3)C2)c1 (configuration not stated)
-0.3	CC(=O)Nc1ccc(CN2CCCC(C(=O)c3cccc(C(F)(F)F)c3)C2)cc1 (configuration not stated)
-0.1	Cc1nn(C(=O)N2CCOCC2)c(C)c1CN1C(=O)c2ccccc2C1=O
-0.1	Cc1ccccc1CCN(CC(=O)NCc1ccc(F)cc1)C(=O)c1csnn1
-1.1	COc1ccccc1N1CCN(C(c2cccs2)c2nnnn2C2CCCC2)CC1 (configuration not stated)
-2.8	O=C(OCc1ccccc1)N1CCC2CC1c1ccc(N3CCNCC3)cc12 (configuration not stated)
2.2	Oc1c(C=C2N=c3ccccc3=N2)sc(=S)n1-c1ccccc1
6.3	CCCN(Cc1ccco1)S(=O)(=O)c1ccc(OC)c(OC)c1
-0.3	Cc1ccc2c(CN(C)Cc3cccc(F)c3)cc(=O)oc2c1
1.9	CC(=O)c1ccc(NC(=S)Nc2cccc3cnccc23)cc1
0.0	CC(=O)Oc1ccc(OC(C)=O)c2c1C1C=CC2CC1
-1.1	COc1cc(CNCCO)cc(Br)c1OCc1ccccc1Cl
3.2	CN=C(NC#N)SCC(=O)c1ccc(Cl)cc1Cl
2.0	Cc1c(NC(=O)c2cccs2)cccc1C(=O)O
-2.0	COc1ccc(Br)cc1-c1nc(CCl)cs1
9.9*	CC(=O)c1cc(C(C)=O)c(C)nc1C

# The results go on:
TTR transcr act	Molecule
1.0	CCC(C)c1c(O)nc(SCC(=O)Nc2ccccc2)[nH]c1=O (configuration not stated)
2.1	CC(C)CCN1CC(O)=C(c2nc3ccccc3[nH]2)C1=N
0.3	CN(C)S(=O)(=O)N1CCN(S(=O)(=O)N2CCOCC2)CC1
2.5	CCC1CCCCN1CCCNC(=O)CN1C(=O)c2cccnc2Oc2ccc(C)cc21 (configuration not stated)
0.1	O=C(NCc1cccs1)C1CCCN1C(=O)Nc1cccc(F)c1 (configuration not stated)

# The list is partial (hit frequency here may not be typical).
